# Compound activity (PubChem BioAssay)
# EPAC1 ag: activates human EPAC1 exchange factor; O95398; EPAC1 agonist qHTS, biochemical assay; response scale: 100% = response to 6.5 mM cAMP; Potency, µM (series often up to 154 µM), for inactives: at the top dose activation, usual class: activators; actives 0.073% (n = 360,000); AID 720707; note: potency is the fitted concentration of half-maximal effect; nearly all actives have a fitted effect of over 60% in size
#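 Multi-concentration qHTS readout: loss of Rap1B-bound BODIPY-GDP fluorescence driven by 100 nM EPAC1 with excess GDP (50 uM), monitored kinetically at room temperature; agonist response expressed relative to 6.5 mM cAMP.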
# Abeta rescue: restores growth of yeast expressing A-beta42 peptide; yeast expressing A-beta42, growth rescue, OD600, 48 h; response scale: 0% DMSO, 100% iron-clioquinol control; Potency, µM (titrated, usually from 46.1 µM), inactives show at the top dose growth rescue, hits mostly activators; actives 0.063% (n = 410,000); note: potency is the fitted concentration of half-maximal effect; nearly all actives have a fitted effect of over 55% in size
#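 Yeast A-beta toxicity model in growth medium with pinned compounds, 48 h at 30 C; growth read as absorbance at 600 nm. Normalized to FeCl3/clioquinol equimolar mix (positive) and DMSO (negative).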
# PI5P4K alpha inh: PI5P4K alpha (human) kinase inhibition | actives 1.2% (n = 330,000) | max response, % | AID 652105 | PI5P4Kalpha enzyme, ADP-Glo luminescence, 60 min; active compounds read low; active = max response of -50% or lower; inconclusive = between -30% and -50%; inactive = -30% or higher; note: value at the top dose of about 77 µM; % is set by controls: 0 for no effect and ±100 for the full control effect
# Target sequence (P48426 whole entry, looked up): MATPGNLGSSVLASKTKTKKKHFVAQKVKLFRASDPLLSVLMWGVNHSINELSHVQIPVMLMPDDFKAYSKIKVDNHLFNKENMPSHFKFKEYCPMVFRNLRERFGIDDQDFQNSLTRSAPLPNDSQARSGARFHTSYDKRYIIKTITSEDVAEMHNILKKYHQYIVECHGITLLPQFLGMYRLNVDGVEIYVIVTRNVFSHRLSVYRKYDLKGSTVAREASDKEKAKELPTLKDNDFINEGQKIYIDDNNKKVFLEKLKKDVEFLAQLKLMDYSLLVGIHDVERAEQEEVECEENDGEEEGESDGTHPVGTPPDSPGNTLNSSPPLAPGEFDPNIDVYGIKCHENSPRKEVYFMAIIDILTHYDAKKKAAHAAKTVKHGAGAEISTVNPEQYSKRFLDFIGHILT
#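 Compounds were pin-transferred onto PI5P4Kalpha and substrate in HEPES pH 7.4 buffer with EGTA, CHAPS and 5% DMSO. ATP (5 microM final) started the reaction, which ran 60 minutes at room temperature before ADP-Glo detection.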
# PLK1 PBD inh: blocks phosphopeptide binding to human PLK1 polo-box domain | P53350 | Plk1 PBD binding of FITC phosphopeptide, fluorescence polarization | Potency, µM, for the others: max response, negative = inhibition, most hits filed as inhibitors | actives 2.8% (n = 360,000); note: potency is the fitted concentration of half-maximal effect; series mostly up to about 57 µM; % is set by controls: 0 for no effect and ±100 for the full control effect; nearly all actives have a fitted effect of over 65% in size
# Target sequence (P53350 whole entry, looked up, the tested form may be a part): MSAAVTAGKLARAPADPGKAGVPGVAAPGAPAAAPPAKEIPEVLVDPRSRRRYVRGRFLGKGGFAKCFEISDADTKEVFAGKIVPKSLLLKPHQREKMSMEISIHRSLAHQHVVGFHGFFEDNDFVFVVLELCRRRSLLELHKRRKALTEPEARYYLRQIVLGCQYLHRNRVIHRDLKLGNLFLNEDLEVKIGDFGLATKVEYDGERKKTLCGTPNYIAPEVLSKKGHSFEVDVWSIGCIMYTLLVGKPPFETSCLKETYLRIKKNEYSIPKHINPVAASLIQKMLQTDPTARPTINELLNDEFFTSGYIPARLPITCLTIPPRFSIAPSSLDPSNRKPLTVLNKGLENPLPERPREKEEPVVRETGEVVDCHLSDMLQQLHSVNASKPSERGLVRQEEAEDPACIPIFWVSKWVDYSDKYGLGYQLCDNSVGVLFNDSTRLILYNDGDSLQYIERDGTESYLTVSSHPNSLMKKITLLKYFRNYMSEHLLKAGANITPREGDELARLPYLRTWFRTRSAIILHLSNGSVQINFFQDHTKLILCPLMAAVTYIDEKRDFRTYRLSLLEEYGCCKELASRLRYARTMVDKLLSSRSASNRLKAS
# WRN helicase inh: inhibitors of human WRN helicase; AID 651768; WRN helicase unwinding, fluorescent forked duplex, kinetic; actives 0.46% (n = 360,000); Potency, µM (highest dose often 114 µM), without a hit: top-dose activity change, negative = inhibition, usual class: inhibitors; note: potency is the fitted concentration of half-maximal effect; % is set by controls: 0 for no effect and ±100 for the full control effect; nearly all actives have a fitted effect of over 55% in size
#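 Screening of the MLSMR collection measured strand separation of a quenched forked DNA duplex (100 nM) by 20 nM WRN with 2 mM ATP, all final. Compounds were preincubated with enzyme 15 min at room temperature.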
# IL-2 act: IL-2 activation; IL-2 activation reporter assay, cell-based qHTS; stimulated with anti-CD3/CD4/CD28 beads; in transgenic mouse T cells; activation, % (series mostly up to about 46 µM); actives 0.065% (n = 360,000); in the data active = activation above about 50%; inconclusive = mostly about 30% to 49%; note: 0% is about no effect
#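 Unstimulated transgenic mouse T cells preincubated 60 min with compound, then stimulated with anti-CD3/anti-CD4-coated beads plus anti-CD28 for 18 h at 37 degrees C. IL-2 response read as EGFP and DsRed fluorescence by plate cytometry.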
# EPAC1 antag: EPAC1 (human) antagonism; O95398; EPAC1 GEF assay, Rap1b-BODIPY-GDP exchange fluorescence; Potency, µM (top dose mostly 115 µM), without a hit: at the highest dose activity change, negative = inhibition, usual class: inhibitors; actives 0.14% (n = 360,000);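 note: potency is the fitted concentration of half-maximal effect; plate controls were vehicle for no effect and positive control for full effect; nearly all actives have a fitted effect of over 50% in size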
# FUS yeast rescue: FUS proteinopathy suppression in yeast; Potency, µM (series often up to 76.6 µM), without a hit: top-dose growth rescue (activation), hits mostly activators; actives 0.24% (n = 390,000); S. cerevisiae FUS-expressing, growth rescue, OD600, 24 h;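 note: potency is the fitted concentration of half-maximal effect; plate controls were DMSO vehicle for no effect and reference control for full effect; nearly all actives have a fitted effect of over 55% in size; some results filed as inactive show a strong effect at the top dose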
#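 Toxicity suppression screen in FUS-yeast. Cells induced with 2% galactose, starting OD 0.005, treated 24hr at 30C with compounds at multiple final concentrations; growth by OD600.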
# * hit, by the source's call; ? = inconclusive; / = no result given; & = joins results of further samples; [ ] = remark or other dose. Unless noted, calls come from the whole dose curve; as a rule, active = well fitted curve in the direction sought with a large enough effect; inconclusive = small, poorly fitted or top-dose-only effect, or another doubt; inactive = no such curve, though single readings can be large; an effect the other way counts as inactive or inconclusive. An unsorted share of the library (roughly 4.1% active in at least one column).
SMILES,EPAC1 ag,Abeta rescue,PI5P4K alpha inh,PLK1 PBD inh,WRN helicase inh,IL-2 act,EPAC1 antag,FUS yeast rescue
Nn1c(SCC(=O)NC2CCCCC2)nnc1C1CC1,6%,10%,0,-13%,-5%,0.4,-4%,11%
COc1ccc(CN(C)CCCn2cnc3c(OCc4ccccc4)ncnc32)cc1OC,3%,-15%,6,-5%,-2%,0.6,-13%,-10%
CC(C)CC(=O)NC(=S)Nc1ccc(NC(=O)c2ccco2)cc1,-7%,3%,14,-2%,-19%,1.4,-7%,/
CCCCCC(=O)NNC1=NCC(Cc2cccc(Cl)c2)S1 (stereo unspecified),4%,10%,6,-17%,-5%,-1.0,5%,?
CN(C)c1ccc(P(=O)(Nc2cccc(C(F)(F)F)c2)N2CCOCC2)c(NC(=O)c2cccs2)c1 (stereo unspecified),-4%,2%,16,9%,-7%,-1.9,-10%,9%
Cn1c(=O)oc2cc(S(=O)(=O)CCC(=O)N3CCN(c4ccccc4F)CC3)ccc21,8%,-4%&-2%,-2,-11%,-4%,-0.9,13%,-3%&15%
Cc1ccc(C(=O)O/N=C/C2=C(Cl)c3ccccc3CC2)cc1,7%,-14%,1,-7%,-2%,-2.4,4%,-15%
O=C(COC(=O)c1ccccc1O)NCC1COc2ccccc2O1 (stereo unspecified),2%,3%,-1,-10%,-1%,-0.2,-8%,/
CCC(=O)OCC(=O)c1cc(C)n(-c2ccc(Br)cc2)c1C,14%,4%,4,-4%,-6%,-0.7,-9%,24%
CCCCn1nc(C(=O)Nc2ccc3c(c2)OCCO3)c2ccccc2c1=O,-4%,0%,7,3%,-15%,-0.4,-17%,17%
Cc1oc(-c2cc(F)ccc2F)nc1CN(C)Cc1ccc2nccnc2c1,-7%,-1%,-4,-2%,-2%,-3.7,8%,-28%
CCc1nnc(NC(=O)CCN(c2ccc(C)cc2)S(=O)(=O)c2ccccc2)s1,4%,10%,-3,0%,-24%[57.1 µM],2.3,-11%,10%
O=C(O)c1cc(Cl)n[nH]c1=O,8%,-15%,-1,-8%,1%[57.1 µM],-0.2,-5%,-20%
COc1ccc(-c2nnnn2C)cc1S(=O)(=O)Nc1ccc(C)cc1C,27%,-3%,2,-16%,-1%,2.5,2%,15%
CC(C)COc1cccc(C(=O)NC2(C)CCS(=O)(=O)C2)c1 (stereo unspecified),-15%,5%,7,2%,6%,-2.5,0%,-9%
O=C(Nc1ccccc1C(F)(F)F)c1cc(S(=O)(=O)N2CCOCC2)ccc1F,0%,-8%,/,-5%,-12%,-2.1,-10%,5%
CC1CCCC(C)N1C(=O)COc1ccccc1F (stereo unspecified),6%,0%,-2,6%,-3%,0.3,-1%,-11%
CCCCC(=O)Nc1ccc(C(=O)N2CCN(c3ccccc3OC)CC2)cc1,4%,4%,/,1%,-3%,1.1,-4%,29%
COc1cc(C(=O)NC(=S)Nc2ccc(Cl)c(C(=O)O)c2)cc(OC)c1OC,0%,-1%,3,-6%,4%,-0.4,13%,18%
O=C(c1ccoc1)N1CCC2(CC1)Oc1ccc(Cl)cc1C(=O)C21CC(c2cccnc2)=NO1 (stereo unspecified),6%,-2%,12,-3%,-5%,-0.1,1%,30%
CC(C)=CCc1c(C)nc2ccccc2c1C(=O)O,3%,4%,-4,-12%,9%,1.6,-6%,-19%
COC(=O)C1CC(=O)c2ccsc2C1 (stereo unspecified),-1%,5%,2,4%,-3%,2.7,9%,/
O=C(c1nc2ccccn2c1CN1CCCC(c2nc3ccccc3o2)C1)N1CCCC1 (stereo unspecified),13%,0%,1,-13%,-3%,0.0,-23%,-2%
COC(=O)c1ccc(NC(=O)c2ccccc2)o1,1%,14%,5,-4%,-2%,0.3,1%,-15%
O=S(=O)(Nc1cccc(S(=O)(=O)N2CCCCCC2)c1)c1ccccc1,2%,7%,2,0%,11%,-0.1,9%,13%
SMILES,EPAC1 ag,Abeta rescue,PI5P4K alpha inh,PLK1 PBD inh,WRN helicase inh,IL-2 act,EPAC1 antag,FUS yeast rescue
COc1ccc(C)cc1NC(=O)c1nnn(CCc2ccccc2)c1N,-7%,-12%,-2,-9%,-4%,1.3,-27%,-8%
CN(C)S(=O)(=O)c1ccc(Cl)c(NC(=O)CN2CCCCCC2)c1,11%,-18%,8,-4%,-15%,-1.6,-4%,2%
O=c1nc(N2CCCC2)nc(Nc2ccccc2)[nH]1,2%,1%,-4,1%,-9%,0.1,-5%,25%
O=c1[nH]ccc2c(O)cccc12,-3%,-6%,3,-5%,0%,-0.5,-1%,-31%
CC(=O)N1c2ccc(S(=O)(=O)N3CCCC3)cc2CC1C(=O)NCc1ccc(N(C)C)cc1 (stereo unspecified),-4%,3%,-3,-12%,-5%,-0.7,-19%,12%
Cc1ccc(N2C(=O)c3ccc(C(=O)N4CCN(Cc5ccccc5)CC4)cc3C2=O)cc1,-5%,2%,-1,-2%,-2%,-2.1,-30%,26%
O=C(O)CC(=O)Nc1ccccc1C(=O)O,-3%,-5%,9,?,4%,0.0,4%,-15%
CCN1C(=O)c2ccc(C(=O)NCc3ccco3)cc2C1=O,0%,6%,6,5%,4%,0.0,-1%,1%
COc1ccc2c(c1)C1=NN(/C(C)=C\C(C)=O)C(c3ccccc3)C1CC2 (stereo unspecified),9%,-24%,/,?,-9%,-1.2,3%,?
Clc1cccc(Cl)c1C[n+]1cccc2ccccc21,-4%,8%,10,-2%,-23%,0.2,-6%,10%
O=C(Cc1cn(Cc2cccc(Cl)c2)c2ccccc12)N1CCCC1,8%,-2%,3,-10%,-9%,-0.6,-1%,35%
COc1ccc(-c2onc3ccc(Cl)cc23)cc1,1%,-12%,-3,-3%,0%,-2.4,12%,-7%
CCOC(=O)N1CCN(c2ccc([N+](=O)[O-])cc2F)CC1C (stereo unspecified),-8%,-29%,10,-22%,8%,2.1,-2%,/
CCOc1ccc(C(C)=O)cc1COC(=O)c1ccccc1C(=O)N(C)Cc1ccccc1,1%,-8%,-7,-17%,3%,-4.1,-14%,25%
Cc1c(C(=O)N(C)C)sc(NC(=O)c2cc([N+](=O)[O-])cc([N+](=O)[O-])c2)c1C#N,0%,-5%,-10,-14%,-24%,-4.6,-8%,17%
Cc1cc(C)n2nc(N)c(N=Nc3ccccc3)c2n1,3%,28%,11,-6%,-8%,0.4,-3%,14%
COc1cc(OC)cc(C(=O)NCCC(c2ccccc2)c2ccccc2)c1,11%,3%,0,-16%,-2%,-0.9,-29%,20%
CCCc1cc(=O)[nH]c(NCc2ccc(Cl)cc2)n1,2%,10%,/,-5%,-19%,-0.5,-15%,36%
CC(=O)c1cccc(CN2CCN(Cc3ccccc3)C(CCO)C2)c1 (stereo unspecified),4%,-3%,2,-17%,7%,0.3,-5%,18%
CCCn1nnnc1SCC(=O)NCc1ccccc1,-4%,-13%,1,-7%,0%,-0.1,10%,13%
CN(C)c1cc[n+](CC(=O)Nc2ccc(OC(F)F)cc2)cc1,-3%,-3%,-7,-17%,4%,-2.9,1%,5%
Cc1cnccc1CNC(=O)C1CCC(=O)N(Cc2ccc(Cl)cc2)C1 (stereo unspecified),9%,11%,6,-16%,-4%,2.6,-13%,3%
Cc1ccc(C(=O)NCC(=O)OCC(=O)Nc2ccc(Cl)cc2C(F)(F)F)cc1C,-10%,9%,2,6%,5%,-4.9,0%,/
CC(CN1CCCCC1)OC(=O)c1ccccc1F (stereo unspecified),2%,1%,3,-10%,0%,4.1,-12%,-16%
Cc1ccc(S(=O)(=O)NC(=O)C2(C)CCN2C(=O)c2cccc(F)c2)nc1 (stereo unspecified),-11%,-13%,-1,-9%,-8%[57.1 µM],-0.2,?,-13%

# Part of the list above, reduced to Abeta rescue and EPAC1 antag:
molecule,Abeta rescue,EPAC1 antag
CCOC(=O)N1CCN(c2ccc([N+](=O)[O-])cc2F)CC1C (stereo unspecified),-29%,-2%
CCOc1ccc(C(C)=O)cc1COC(=O)c1ccccc1C(=O)N(C)Cc1ccccc1,-8%,-14%
Cc1c(C(=O)N(C)C)sc(NC(=O)c2cc([N+](=O)[O-])cc([N+](=O)[O-])c2)c1C#N,-5%,-8%
Cc1cc(C)n2nc(N)c(N=Nc3ccccc3)c2n1,28%,-3%
COc1cc(OC)cc(C(=O)NCCC(c2ccccc2)c2ccccc2)c1,3%,-29%
CCCc1cc(=O)[nH]c(NCc2ccc(Cl)cc2)n1,10%,-15%

# The main list resumes with the two entries that preceded the break.
SMILES,EPAC1 ag,Abeta rescue,PI5P4K alpha inh,PLK1 PBD inh,WRN helicase inh,IL-2 act,EPAC1 antag,FUS yeast rescue
CC(CN1CCCCC1)OC(=O)c1ccccc1F (stereo unspecified),2%,1%,3,-10%,0%,4.1,-12%,-16%
Cc1ccc(S(=O)(=O)NC(=O)C2(C)CCN2C(=O)c2cccc(F)c2)nc1 (stereo unspecified),-11%,-13%,-1,-9%,-8%[57.1 µM],-0.2,?,-13%
Cc1ccc(S(=O)(=O)N(C)C[C@H]2Oc3ncc(-c4ccccc4)cc3C(=O)N([C@@H](C)CO)C[C@@H]2C)cc1,-13%,?,3,-20%,-9%,0.5,-11%,?
Cc1ccc(-c2nnc(-c3ccccc3)o2)cc1Br,1%,-1%,11,0%,3%,0.0,-4%,10%
CC(=O)Nc1ccc(NC(=O)Cn2c(CC(=O)N3CCCC3)nc3ccccc32)cc1,0%,11%,/,30µM*,-1%,2.7,3%,15%
CC(=O)NCC(c1cccs1)S(=O)(=O)c1ccc(F)cc1 (stereo unspecified),-7%,-3%,2,-4%,8%,-2.0,1%,-15%
CCCn1c2ccc(F)cc2c2nnc(SCCN3CCCCC3)nc21,3%,-6%&-18%,2,-8%,-3%,-0.5,-2%,16%&1%
O=C(NNc1nc2cc3c(cc2s1)OCO3)c1ccc(F)cc1,-3%,-8%,2,-2%,-7%,-1.4,-12%,-9%
COc1ccccc1NC(=O)COc1ccc(/C=N/NC(=O)c2cccnc2)cc1,-13%,13%,8,-3%,6%,-2.1,-10%,21%
CNc1ccccc1C(C)(C)c1ccn[nH]1,1%,-18%,5,-9%,6%,-1.5,-9%,5%
Cc1ccc(N2C(=O)CC(N(O)C3CC(=O)N(c4ccc(C)cc4)C3=O)C2=O)cc1 (stereo unspecified),2%,-2%,0,-5%,-1%,-0.8,4%,14%
O=C(NP(=O)(N1CCCC1)N1CCCC1)C1=C(N2CCOCC2)/C(=C/c2cccc([N+](=O)[O-])c2)CC1,-2%,-8%,4,-11%,-14%,-3.6,11%,0%
COc1ccccc1NC(=O)c1ccc(NC(=O)CSc2ncccn2)cc1,5%,12%,1,-8%,-10%,0.0,6%,19%
